VHR inh color – VHR1 (DUSP3) phosphatase inhibition; P51452; recombinant VHR phosphatase, colorimetric substrate read-out; inhibition, % at 20 µM; 0.7% of 50,000 active; AID 1992; in the data active = inhibition above about 60%; also: some results filed as inactive read as strong as hits
Target sequence (P51452 whole entry, looked up): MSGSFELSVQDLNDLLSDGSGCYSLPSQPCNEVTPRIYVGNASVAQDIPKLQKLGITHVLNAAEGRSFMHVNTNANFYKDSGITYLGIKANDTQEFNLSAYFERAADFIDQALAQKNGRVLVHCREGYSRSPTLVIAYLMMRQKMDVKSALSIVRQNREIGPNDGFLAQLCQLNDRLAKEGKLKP
* hit, by the source's call. Some of the compounds tested (hit frequency here may not be typical).

structure	VHR inh color
Cc1ccc(OCC(=O)Nc2sc3c(c2C(N)=O)CCC(C)C3)cc1C (centres undefined)	3.5
Fc1cccc(-c2nc3ccccc3[nH]2)c1	-9.6
C=CCOc1cccc(/C=C/C(=O)c2ccc(C)cc2)c1	2.5
CN(C)c1ccc(C(=S)N2CCOCC2)cc1Br	1.9
Cc1n[nH]c(=S)n(/N=C/c2ccc3c(c2)OCO3)c1=O	13.7
O=C1c2ccccc2NC(c2ccccc2F)N1c1ccc(Cl)cc1 (centres undefined)	-15.9
Brc1ccccc1OCCCCN1CCCC1	-18.9
COc1cc(Br)c(/C=C(\C#N)C(=O)NCc2ccco2)cc1OC	14.3
O=C(NCc1cccnc1)c1nn2c(c1Cl)NC(c1ccccc1)CC2C(F)(F)F (centres undefined)	-6.2
CCOC(=O)c1c(NC(=O)C2CCCCC2)sc(C(=O)Nc2ccccc2F)c1C	-8.4
COc1ccc(C(=O)Nc2cccc(C(=O)Nc3cccc(O)c3)c2)cc1	-22.9
CCOC(=O)c1cccc(NC(=O)COc2ccc(OC)cc2)c1	-21.7
Cc1[nH]nc(Nc2cccc(C(=O)O)c2)c1[N+](=O)[O-]	-15.6
Cc1cc(/C=C2/C(=O)NC(=O)N(c3ccccc3)C2=O)c(C)n1-c1ccccc1	-6.6
CN(C)c1ccc(C2=NN(c3ccc(C=O)cc3)C(c3ccccc3)C2)cc1 (centres undefined)	-2.6
CCc1cc(C)cc(OCCOc2ccc(/C=N/n3cnnc3)cc2)c1	46.4
O=C1/C(=C/c2ccc(Cl)cc2Cl)SC(=S)N1c1ccc(Br)cc1	-78.3
Cc1ccc(S(=O)(=O)Nc2c(C)c(Cl)c(O)c(Cl)c2C)cc1	-38.7
CCCCNC(=O)c1nn2c(c1Cl)NC(c1ccccc1)CC2C(F)(F)F (centres undefined)	0.6
COc1ccc(/C=C2/N=C(c3ccc(Br)cc3)OC2=O)cc1	-9.3
COc1ccc(NC(=O)c2ccc(F)cc2)cc1Cl	5.5
COc1ccccc1N1C(=O)/C(=C/c2cccc(Cl)c2)SC1=S	18.8
CC(=O)c1c(N2CCN(c3ccccc3)CC2)nc(=S)n(-c2ccccc2)c1C	77.4
CC(C)N(Cc1ccccc1)S(=O)(=O)c1ccc(F)cc1	9.9
O=C1CCCC2=C1C(c1ccc(Br)cc1)Nc1ccc(C(=O)c3ccccc3)cc1N2 (centres undefined)	30.4
CC(C)(C)C1CCC2(CC1)NC(=S)N(c1ccccc1)N2 (centres undefined)	-15.3
COc1ccc(S(=O)(=O)N2CCCC2)cc1OC	-14.5
C=CCOc1ccc(C=C2C(=O)N(C)C(=O)N(C)C2=O)cc1OC	3.4
O=C(O)CN1C(=O)c2cccc3c(Br)ccc1c23	-3.3
COc1ccc(NC2=Nc3cccc4cccc2c34)cc1	-0.4

In the list so far, these contain two or more sulfur atoms.
structure	VHR inh color
O=C1/C(=C/c2ccc(Cl)cc2Cl)SC(=S)N1c1ccc(Br)cc1	-78.3
COc1ccccc1N1C(=O)/C(=C/c2cccc(Cl)c2)SC1=S	18.8

Following part
structure	VHR inh color
COc1ccc(Br)cc1C(=O)Nc1cc(C(F)(F)F)cc(C(F)(F)F)c1	-18.3
COC(=O)c1ccccc1NC(=O)CSC(N)=O	-1.0
CC(=O)c1cc(C(C)(C)C)c(O)c(C(C)(C)C)c1	14.4
COn1c(=O)c(=O)n(OC)c2ccccc21	4.8
O=C(CCc1ccccc1)Nc1ccc(Cc2ccncc2)cc1	-0.3
Cc1ccc(C(=O)Nn2c(O)c(C3=c4cc(Br)ccc4=NC3=O)sc2=S)cc1	-6.3
O=S(=O)(c1ccccc1)N1CCN(C2CCCC2)CC1	2.9
CCOC(=O)/C(N=Nc1cc(C)ccc1OC)=C(/C)O	-23.7
COc1ccc(/C=C/C(=O)NCc2ccc(C)cc2)cc1OC	46.3
Cc1cc(C(=O)Nc2cccc3ccccc23)c(-c2ccccc2)o1	-6.0
CC(Oc1ccccc1)C(=O)Nc1ccccc1I (centres undefined)	-6.8
Fc1ccc(-c2nc(-c3ccc(C(F)(F)F)cc3)no2)cc1	-23.6
COc1ccc(Cc2noc(COc3ccc4ccccc4c3)n2)cc1OC	1.0
N#C/C(=C\c1ccco1)C(=O)NCc1ccccc1	-23.4
Cc1ccc(C(=O)O/N=C(\N)c2ccccn2)cc1[N+](=O)[O-]	-5.1
O=C(c1ccco1)n1nnc2ccccc21	2.2
O=C(Nc1cccc(Cl)c1Cl)c1ccccc1[N+](=O)[O-]	0.6
CC(C)(C(=O)c1ccccc1)/[N+]([O-])=C/c1ccc(Br)cc1	-2.3
CCCOn1nnc2ccc([N+](=O)[O-])cc21	-17.5
Cc1ccc(C(=O)NCC(=O)c2ccc(-c3ccccc3)cc2)cc1	-43.2
CCOC(=O)C12CC3CC(C1)CC(C(=O)OCC)(C3)C2	16.3
Cc1ccc(/C(O)=C/C(=O)C(=O)O)cc1	10.3
Cc1cccc(NC(=O)C(=O)NCCO)c1C	-25.8
O=C(NCCOc1ccccc1F)c1ccc(Cl)cc1Cl	-5.4
O=C1NC(=S)S/C1=C\c1ccc(-c2ccc(Cl)c(C(=O)O)c2)o1	52.1
O=C(CSc1ccccn1)N/N=C/c1ccc(Br)cc1	-7.0
CCc1cc2c(N/N=C\c3ccc([N+](=O)[O-])o3)ncnc2s1	-2.8
O=C1C(=O)N(c2ccccc2)C(c2ccccc2)/C1=C(\O)c1ccc(Br)cc1 (centres undefined)	-1.4
CC(=O)Nc1ccc(S(=O)(=O)Nc2cccc(C(C)=O)c2)cc1	6.2
COc1ccc(S(=O)(=O)Nc2ccccc2C(N)=O)cc1Br	-33.3
COc1cc([N+](=O)[O-])ccc1N1C(=O)C2C3C=CC(C3=C(C)C)C2C1=O (centres undefined)	-21.8
CCN(CC)CC#CCC(C(=O)c1ccccc1)C(=O)C(C)(C)OC (centres undefined)	0.1
Cc1ccc(C)c(OCCN2CCCC2)c1	-6.4
O=C(/C=C/c1cccc([N+](=O)[O-])c1)Nc1ccc2oc(-c3ccccc3)nc2c1	-9.3
COc1cc(/C=N/Nc2ccc3ccccc3n2)c([N+](=O)[O-])cc1OC	6.1
Cc1ccc2nsnc2c1NC(=O)c1cc(I)ccc1Cl	-11.7
O=C(CCCOc1ccc(Cl)cc1Cl)Nc1nc(-c2ccc([N+](=O)[O-])cc2)cs1	-22.8
COC(=O)C1=CNC=C(C(=O)OC)C1c1cc(C)ccc1C	-15.5
CCCCc1ccc(/C=C2/C(=O)ON=C2c2ccccc2)s1	-37.0
O=C(O)c1cc(Cl)ccc1NC(=O)C(c1ccccc1)c1ccccc1	0.9
CCOC(=O)c1cc(-c2ccccc2)oc1CN1CCOCC1	-25.9
CCOC(=O)c1ccc(N2NC(=O)/C(=C/c3ccccc3O)C2=O)cc1	1.4
Cc1ccc(NC(=O)C(=O)NC2CC2)c(C)c1	-11.2
CC12CCC(C(=O)N(CN3CCCCC3)C1=O)C2(C)C (centres undefined)	-1.8
O=C(Nc1ccccn1)c1cc(S(=O)(=O)N2CCOCC2)ccc1Cl	-36.5
CCOc1ccc(NC(=O)C(CC(=O)O)Cc2ccccc2)cc1 (centres undefined)	-5.0
Cc1c(Cl)cccc1NC1CS(=O)(=O)CC1O (centres undefined)	2.5
Cn1c(=O)cc(NC2CCCCC2)[nH]c1=O	36.1
COc1ccc(C2CC(C(F)(F)F)n3nc(C(=O)Nc4ccc(F)cc4F)c(Cl)c3N2)cc1OC (centres undefined)	-29.7
O=C1NC(=O)C(=Cc2cccc(O)c2)C(=O)N1	0.9
Cc1cc(S(=O)(=O)N2CCCC2C(=O)O)c(C)cc1Cl (centres undefined)	-8.6
CC(=O)c1cc(O)cc(S(=O)(=O)c2ccc(C)cc2)c1O	11.4
[O-][n+]1c2c(nc3c1-c1ccccc1C3O)CCCC2 (centres undefined)	9.9
COc1ccc(CC(=O)N2N=C3CCCCCC3C2(O)C(F)(F)F)cc1 (centres undefined)	7.6
CCOC(=O)N1N=C(C)CC1(O)c1ccccc1 (centres undefined)	13.9
CC1=C(C(=O)Nc2ccc(Br)cc2)C(c2ccc(F)cc2)NC(=O)N1 (centres undefined)	0.2
O=C(NCc1ccc2c(c1)OCO2)c1ccc(F)cc1	-12.6
N#C/C(=C/c1ccc(-c2ccccc2C(=O)O)o1)C(=O)Nc1cccc(Br)c1	18.6
COc1ccc(/C=N/N(C)C2=NS(=O)(=O)c3cc([N+](=O)[O-])ccc32)cc1Br	-7.7
CC(C)CCNC(=O)c1ccc(Cl)cc1Cl	-18.7

Next section.
structure	VHR inh color
O=C(N/N=C/c1ccco1)c1cc(-c2ccc3ccccc3c2)n[nH]1	-5.8
Cc1ccc(-c2cc(NC(=O)COc3ccc(Cl)cc3Cl)n[nH]2)cc1	7.5
Cc1cc2ncn(CC(O)COc3ccc(Br)cc3)c2cc1C (centres undefined)	13.9
CCN(CC)CCCCOc1ccc(C)cc1Cl	-1.8
CC(=O)C1=C(O)C(=O)N(CCN(C)C)C1c1ccc(Br)cc1 (centres undefined)	13.4
O=C(Nc1cccc(-c2cn3ccccc3n2)c1)c1cccnc1	-15.2
CC1CCN(c2cc(N3CCN(C(=O)c4ccccc4F)CC3)c([N+](=O)[O-])cc2F)CC1	-11.4
Cc1csc(NC(=O)C2CCCCC2C(=O)O)n1 (centres undefined)	-11.8
COc1ccc(C)cc1NC(=O)COc1ccc(Br)cc1C	-3.8
c1ccc(Nc2nc(-c3ccccn3)cs2)cc1	-19.9
Cc1ccccc1C(=O)Nc1ccc(-c2cnc(-c3ccc(NC(=O)c4ccccc4C)cc3)nc2)cc1	-24.5
C=CCn1c(SCC(=O)N2CCOCC2)nc2sc(C)c(C)c2c1=O	-9.1
O=[N+]([O-])c1ccc(N/C(=N/S(=O)(=O)c2ccc(Cl)cc2)c2ccccc2)cc1	-10.6
CCOc1ccc(CNCc2ccccc2OC)cc1	3.8
Cc1cc(OCC(=O)Nc2ccc(Cc3ccncc3)cc2)ccc1Cl	3.3
O=C(O)CCCCCN1C(=O)C(=O)/C(=C(/O)c2ccccc2)C1c1ccccc1[N+](=O)[O-] (centres undefined)	4.5
CCOc1cc(/C=C2/SC(=S)N(c3ccccc3)C2=O)ccc1OC(=O)c1ccco1	-10.5
COc1cc2ccccc2cc1C(=O)Nc1cccc2ccccc12	2.4
COc1cc(/C=C2/SC(=S)N(CCC(=O)Nc3ccccc3C(=O)O)C2=O)cc(OC)c1OC	-5.4
O=C1C(=O)N(c2cccc(Br)c2)C(c2ccc([N+](=O)[O-])cc2)/C1=C(/O)c1ccccc1 (centres undefined)	-10.2
CCOc1ccc(C(=O)Nc2nnc(CC)s2)cc1[N+](=O)[O-]	-9.6
Nc1cn(C2OC(CO)C(O)C(O)C2O)c(=O)[nH]c1=O (centres undefined)	-22.7
Cc1onc(-c2ccccc2Cl)c1C(=O)Nc1ccc2c(c1)OCO2	8.0
CC1CCCN(C(=O)c2sc3cc([N+](=O)[O-])ccc3c2Cl)C1 (centres undefined)	-4.3
CC1(C)CC(=O)C(N=Nc2cc(C(N)=O)c(Cl)cc2Cl)=C(O)C1	-1.1
O=[N+]([O-])c1cccc(Cl)c1C1NN=C(Cc2ccccc2)S1 (centres undefined)	-9.3
C=CCc1cccc(/C=N/NC(=O)CSc2nnc(-c3ccccc3)n2-c2ccccc2)c1O	23.1
O=C(Nc1cccc(Cl)c1)Nc1ccc(Br)cn1	3.0
O=C(Nc1nccs1)C(c1ccccc1)c1ccccc1	-3.7
COc1ccccc1N1C(=O)C2C3C=CC(CC3)C2C1=O (centres undefined)	-9.1
O=C1CC(N=Cc2cccc(O)c2)=NN1c1ccccc1	-5.9
COc1ccc(/C=C2\SC(=O)N(c3c(C)n(C)n(-c4ccccc4)c3=O)C2=O)cc1OC	8.2
C/C(=N\Nc1ncc(Br)cn1)c1cccc([N+](=O)[O-])c1	26.9
Cc1c(Cl)cccc1NC(=O)/C=C/c1ccccc1Cl	13.1
O=C(Nc1ccc2oc(-c3cccc4c(Br)cccc34)nc2c1)c1ccccc1[N+](=O)[O-]	-21.9
Cc1ccccc1C(=O)NN1C(=O)/C(=C/c2cccc(OCc3ccccc3)c2)SC1=S	-4.3
COc1ccccc1OCCNc1nc2c(c(=O)n(C)c(=O)n2C)n1C	-10.8
CCC(C(=O)NCc1ccc(F)cc1)c1ccccc1 (centres undefined)	16.9
CCOc1cccc(=O)c2c(C)n(-c3ccc(C)cc3)c(C)c12	8.8
CCC1=NN(C(=O)c2cccc(C)c2O)C(O)(c2ccc(Br)cc2)C1 (centres undefined)	-3.4
CC(=O)c1sc(NC(=O)c2ccc([N+](=O)[O-])s2)nc1-c1ccccc1	-7.3
O=C(NC(=S)N1CCOCC1)c1ccc(Cl)cc1Cl	-7.7
CCOc1ccc(N2C(=O)/C(=C/c3ccc4c(c3)OCO4)SC2=S)cc1	-15.4
c1ccc(CCCN2CCN(C3CCCCC3)CC2)cc1	-1.6
CC(C)c1ccccc1NS(=O)(=O)c1ccccc1[N+](=O)[O-]	7.9
CCOC(=O)c1conc1-c1ccc(Br)cc1	0.8
CC(=O)N(C)CP(=O)(O)CCc1ccccc1	4.5
COc1cccc(C(=O)Nc2sc(C)c(C)c2C(N)=O)c1	19.5
CS(=O)(=O)N1CCN(S(=O)(=O)c2ccc(Cl)cc2)CC1	59.5
CC1(C)CC(=O)C(C=NCCc2ccc(S(N)(=O)=O)cc2)=C(O)C1	-32.2

Quoted from the listing.
Value for c1ccc(CCCN2CCN(C3CCCCC3)CC2)cc1 under VHR inh color: -1.6
Value for CCC1=NN(C(=O)c2cccc(C)c2O)C(O)(c2ccc(Br)cc2)C1 (centres undefined) under VHR inh color: -3.4
Value for O=C(NC(=S)N1CCOCC1)c1ccc(Cl)cc1Cl under VHR inh color: -7.7
Value for O=C(Nc1ccc2oc(-c3cccc4c(Br)cccc34)nc2c1)c1ccccc1[N+](=O)[O-] under VHR inh color: -21.9
Value for Cc1c(Cl)cccc1NC(=O)/C=C/c1ccccc1Cl under VHR inh color: 13.1

Bioassay records from PubChem.
